# GLP-1R agonist: qHTS of GLP-1 Receptor Agonists; Glucagon-like peptide 1 receptor (Homo sapiens), P43220; HEK293 GLP-1R CRE-luciferase, luminescence, 4-6 h; cells express a hypersensitive GLP-1R form; Potency, µM (doses to about 45.6 µM), for inactives: top-dose activation, usual class: activators; actives 0.007% (n = 380,000); AID 624172, 2012; further: potency means the concentration at half of the fitted maximal effect; % of control where 0% means no effect
# PLK1 PBD block: qHTS for Inhibitors of PLK1-PDB (polo-like kinase 1 - polo-box domain): Primary Screen | Potency, µM, inactives show max response, negative = inhibition, most hits filed as inhibitors | actives 2.8% (n = 360,000) | Plk1 PBD binding of FITC phosphopeptide, fluorescence polarization | AID 720504, 2013 | Serine/threonine-protein kinase PLK1 (Homo sapiens), P53350; further: potency means the concentration at half of the fitted maximal effect; series mostly up to about 57 µM; on the % scale 0 is the no-effect control and ±100 the full control effect; nearly all actives have a fitted effect of over 65% in size
# DRD3 agonist: qHTS of D3 Dopamine Receptor Agonist: qHTS; D(3) dopamine receptor (Homo sapiens), P35462; D3R DiscoveRx beta-arrestin cells, luminescence, 90 min; max activation, %; actives 0.58% (n = 410,000); AID 652048, 2013; in the data active means max activation above about 30%; further: 0% is about no effect; mostly tested at two doses, the higher about 12 µM
# Target sequence (P35462 whole entry, looked up): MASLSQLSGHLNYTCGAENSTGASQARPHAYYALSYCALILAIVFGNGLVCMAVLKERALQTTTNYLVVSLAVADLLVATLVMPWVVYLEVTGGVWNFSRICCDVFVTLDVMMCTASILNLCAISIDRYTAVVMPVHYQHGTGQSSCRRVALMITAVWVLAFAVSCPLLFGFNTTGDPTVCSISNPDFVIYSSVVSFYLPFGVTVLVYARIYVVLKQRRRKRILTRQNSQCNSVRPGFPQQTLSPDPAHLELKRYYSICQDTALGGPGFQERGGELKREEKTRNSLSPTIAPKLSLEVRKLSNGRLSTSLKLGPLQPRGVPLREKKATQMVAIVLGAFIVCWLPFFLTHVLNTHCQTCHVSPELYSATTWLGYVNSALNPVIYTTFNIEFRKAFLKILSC
#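 Agonist mode: compounds and dopamine controls were applied to plated cells for 90 min at 37 degrees C after an overnight attachment at 1500 cells/well. Luminescent read-out followed 30 - 60 minutes at room temperature with DiscoveRx detection reagent.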
# GLP1R inv ag: qHTS of GLP-1 Receptor Inverse Agonists (Inhibition Mode); actives 1.6% (n = 410,000); HEK293 GLP-1R CRE-luciferase, luminescence, 24 h; GLP-1R form is constitutively active; AID 624417, 2012; Glucagon-like peptide 1 receptor (Homo sapiens), P43220; Potency, µM (doses to about 38.3 µM), for the others: top-dose activity change, negative = inhibition, hits mostly inhibitors; further: potency means the concentration at half of the fitted maximal effect; on the % scale 0 is the no-effect control and ±100 the full control effect; nearly all actives have a fitted effect of over 55% in size
#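 Using stably transfected HEK293 (constitutively active GLP-1R, cAMP-luciferase reporter), compounds were incubated 24 hr and luciferase measured by luminescence.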
# WRN helicase inh: qHTS for Inhibitors of WRN Helicase; WRN helicase unwinding, fluorescent forked duplex, kinetic; Potency, µM (doses to about 114 µM), for the others: at the highest dose activity change, negative = inhibition, hits mostly inhibitors; Bifunctional 3'-5' exonuclease/ATP-dependent helicase WRN (Homo sapiens), Q14191; actives 0.46% (n = 360,000); further: potency means the concentration at half of the fitted maximal effect; on the % scale 0 is the no-effect control and ±100 the full control effect; nearly all actives have a fitted effect of over 55% in size
#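 Kinetic red-fluorescence monitoring (525/598 nm) tracks WRN helicase activity after 100 nM fluorophore-quencher forked duplex and 2 mM ATP are added to 20 nM enzyme pretreated 15 min at room temperature with compound.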
# D3 antag: qHTS of D3 Dopamine Receptor Antagonist: qHTS; D(3) dopamine receptor (Homo sapiens), P35462; D3R cells, DiscoveRx beta-arrestin luminescence, antagonist mode; stronger effect = lower value; max response, negative = inhibition, %; actives 2.5% (n = 360,000); in the data active means max response below about -50%; inconclusive means no clear call, values can overlap the other calls; further: on the % scale 0 is the no-effect control and ±100 the full control effect; mostly tested at two doses, the higher about 12 µM
#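 Cells plated overnight at 1500 cells/well, then exposed to library compounds with dopamine controls for 90 minutes at 37 degrees C. DiscoveRx reagent added for 30–60 minutes at room temperature; luminescence read, quantitative HTS format.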
# HEK293 tox: qHTS of GLP-1 Receptor Inverse Agonists: Cytotox Screen. HEK293 cAMP-luciferase reporter cells, luminescence, 24 h. Potency, µM (doses to about 38.3 µM), without a hit: at the top dose activity change, negative = inhibition, most hits filed as inhibitors. actives 0.13% (n = 410,000);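 further: loss of luciferase light is scored as toxicity; potency means the concentration at half of the fitted maximal effect; on the % scale 0 is the no-effect control and ±100 the full control effect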
#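 Seeding density was 200 cells/uL; after overnight-length (12 h) culture, 23 nL compounds went on for 24 h at 37 °C. Readout used a luciferase detection reagent, luminescence taken after 12 min at room temperature.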
# PI5P4K alpha inh: qHTS for Inhibitors of phosphatidylinositol 5-phosphate 4-kinase (PI5P4K). Phosphatidylinositol 5-phosphate 4-kinase type-2 alpha (Homo sapiens), P48426. PI5P4Kalpha enzyme, ADP-Glo luminescence, 60 min; stronger effect = lower value. max response, %. actives 1.2% (n = 330,000); active means max response of -50% or lower; inconclusive means between -30% and -50%; inactive means -30% or higher; further: value at the top dose of about 77 µM; on the % scale 0 is the no-effect control and ±100 the full control effect
# Target sequence (P48426 whole entry, looked up): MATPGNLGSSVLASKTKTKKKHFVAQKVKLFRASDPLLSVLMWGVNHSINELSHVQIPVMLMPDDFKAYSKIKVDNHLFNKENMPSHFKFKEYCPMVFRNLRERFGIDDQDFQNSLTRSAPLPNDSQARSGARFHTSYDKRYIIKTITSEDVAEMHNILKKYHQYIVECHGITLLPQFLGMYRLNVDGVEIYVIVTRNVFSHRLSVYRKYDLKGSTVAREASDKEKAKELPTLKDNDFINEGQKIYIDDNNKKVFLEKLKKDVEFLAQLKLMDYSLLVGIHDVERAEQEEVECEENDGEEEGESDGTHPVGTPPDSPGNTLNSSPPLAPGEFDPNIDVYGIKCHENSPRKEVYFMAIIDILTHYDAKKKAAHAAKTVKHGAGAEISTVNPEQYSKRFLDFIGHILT
#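 Human PI5P4Kalpha with substrate in 0.038 M HEPES pH 7.4, 0.28 mM EGTA, 0.1% CHAPS, 5% DMSO; reaction started with 5 microM ATP (final), 60 min at room temperature. ADP formed read by ADP-Glo luminescence.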
# IL-2 act: qHTS of IL-2 Activators; activation, % (series mostly up to about 46 µM); IL-2 activation reporter assay, cell-based qHTS; stimulated with anti-CD3/CD4/CD28 beads; in transgenic mouse T cells; AID 652025, 2013; actives 0.065% (n = 360,000); in the data active means activation above about 50%; inconclusive means mostly about 30% to 49%; further: 0% is about no effect
#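 Unstimulated transgenic mouse T cells preincubated 60 min with compound, then stimulated with anti-CD3/anti-CD4-coated beads plus anti-CD28 for 18 h at 37 degrees C. IL-2 response read as EGFP and DsRed fluorescence by plate cytometry.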
# Numbers without * were called inactive; ? = inconclusive; . = no result given; [ ] = another dose, or the depositor's remark. Unless noted, the call rests on the fitted dose curve; in most records, active means well fitted curve in the direction sought with a large enough effect; inconclusive means small, poorly fitted or top-dose-only effect, or another doubt; inactive means no such curve, though single readings can be large; an effect the other way counts as inactive or inconclusive.
no.	canonical_smiles	GLP-1R agonist	PLK1 PBD block	DRD3 agonist	GLP1R inv ag	WRN helicase inh	D3 antag	HEK293 tox	PI5P4K alpha inh	IL-2 act
1	CCOc1ccc(N2C(=O)CC(Sc3nnnn3-c3ccccc3)C2=O)cc1 (centres undefined)	5%	-1%	3	?	-6%	-12	?	0	-4.7
2	FC(F)(F)c1cccc(N2CCN(C(=S)NC3CCCC3)CC2)c1	-2%	-8%	-14	7.9µM*	-15%	0	?	22	-0.3
3	Cn1sc(NC(=O)c2ccccc2)nc1=O	-13%	-3%	6	2%	-4%	-26	-1%	.	-1.1
4	COc1ccc(S(=O)(=O)N2CCOCC2)cc1NC(=O)c1ccc(=O)[nH]c1	-7%	1%	6	26%	3%	8	0%	-7	-0.7
5	Cc1cnc(C(=O)NCC(c2ccccc2)c2ccccc2)cn1	4%	-3%	3	?	0%	-3	11%	-2	0.1
6	O=C(Cc1ccccc1Cl)N1CCOCC1	2%	-4%	8	13%	0%	-21	-11%	-1	-1.9
7	Cc1cccc(CCNC(=O)C2CCCN(c3cnccn3)C2)c1 (centres undefined)	0%	?	1	-2%	-3%	-14	3%	-3	-1.1
8	CCC(c1nnnn1C(C)(C)C)N1CCN(C/C=C/c2ccccc2)CC1 (centres undefined)	12%	1%	-8	-9%	-8%	-80*	0%	-4	-0.4
9	O=c1c(Cc2ccccc2)c(O)ccn1Cc1ccc2c(c1)OCO2	7%	-9%	0	7%	-3%	-4	-2%	0	1.1
10	CN(C)S(=O)(=O)c1cccc(NC(=O)COc2cccc3ccccc23)c1	2%	0%	1	?	-5%	13	-13%	-1	-5.9
11	CC(C)(C)N(NC(=O)Nc1ccccc1)C(=O)c1ccccc1	-9%	-1%	-5	1%	1%	-18	7%	2	-0.3
12	NC(=O)C1CCN(C(=O)c2ccc(Oc3cc(Cl)cc(Cl)c3)o2)CC1	-7%	-10%	-5	-1%	-30%	-3	-5%	1	0.7
13	COc1cc2nc(N(CCN(C)C)C(=O)c3ccc(S(=O)(=O)N(C)CC4CCCO4)cc3)sc2cc1OC (centres undefined)	10%	-13%	-7	16%	-35%	-17	17%	1	0.1
14	COc1ccccc1C(=O)Nc1c[nH]c(=O)[nH]c1=O	4%	-14%	7	1%	2%	4	5%	-9	0.9
15	CC1CN(Cc2nc3c(c(=O)n(C)c(=O)n3C)n2CCN2CCOCC2)CC(C)O1 (centres undefined)	-8%	-15%	-7	34%[activator]	2%	-23	-8%	-14	-1.4
16	COc1cccc(CNC2CCCCCCC2)c1OC	-1%	-4%	-15	23%	4%	-4	3%	3	-1.5
17	O=C(c1cnsn1)N1CCC(CO)(Cc2ccc(Cl)cc2)CC1	8%	-14%	1	18%[7.66 µM]	-8%	0	12%[7.66 µM]	0	-0.4
18	O=C(CSc1nnc(CNC(=O)c2c(F)cccc2Cl)o1)c1ccccc1	-6%	-20%	-11	-14%	8%[57.1 µM]	3	4%	-7	-2.4
19	CCCn1nnc(NC(=O)c2ccc(OCC)c(Cl)c2)n1	14%	-4%	-4	-9%	-9%	-16	-21%	.	-2.1
20	O=C(CN(c1ccccn1)S(=O)(=O)c1ccccc1)Nc1ccccc1	-4%	-2%	-3	9%	-2%	14	3%	13	0.4
21	O=C(NC1CCS(=O)(=O)C1)/C(=C\c1ccccc1)NC(=O)c1ccccc1 (centres undefined)	0%	-4%	-11	3%	3%	4	-12%	1	0.0
22	COc1ccc(/C=C(\C#N)C(=O)NCc2cccs2)cc1OC	21%	-2%	-5	13%	1%	11	-15%	-5	-3.2
23	O=C(OCc1nnc(-c2ccccc2)o1)c1ccc([N+](=O)[O-])o1	0%	-8%	-4	15%	-10%	-11	4%	2	0.6
24	Cc1cccc(-n2c(-c3csc4ccccc34)n[nH]c2=S)c1	1%	-13%	-2	?	-10%	-27	4%	-13	1.0
25	COc1ccccc1N1CCN(S(=O)(=O)c2ccc(NC(C)=O)cc2)CC1	10%	2%	1	2%	2%	0	-5%	1	0.4
26	Cc1ccc(Cl)c2c(N=Nc3ccccc3)c(O)[nH]c12	1%	?	4	4%	6%	-8	0%	16	170*
27	Nc1c(C(=O)NCc2cccs2)nnn1CC(=O)Nc1cccc(Cl)c1	3%	-3%	-3	-17%	-25%[57.1 µM]	2	3%	1	5.5
28	COc1ccccc1-n1cnnc1SCC(=O)N1CC(=O)Nc2ccccc21	5%	-6%	3	-1%	-2%	-10	-4%	2	0.2
29	O=C1[C@@H]2[C@@H]3C[C@@H]([C@H]4ON=C(c5ccc(Cl)cc5)[C@@H]34)[C@@H]2C(=O)N1c1ccc2c(c1)OCO2	-1%	-9%	-1	1%	-11%	-20	-4%	-1	0.1
30	CCOc1ccc(CCNC(=O)Cn2cccc2C(=O)c2ccccc2)cc1OCC	7%	0%	3	6%	3%	17	0%	6	0.0
31	CCOC(=O)c1cnc2c(OC)cccc2c1N1CCN(c2ccc(OC)cc2)CC1	12%	24µM*	0	?	-16%	21	-13%	-12	-0.9
32	COc1ccccc1C1c2c(C)nn(-c3ccccc3)c2NC(=O)C1NC(=O)c1ccccc1 (centres undefined)	0%	1%	3	6%	2%	4	-10%	3	-1.0
33	CCC(=O)N(C)C[C@H]1Oc2cc(-c3cccnc3)ccc2S(=O)(=O)N([C@H](C)CO)C[C@H]1C	0%	-16%	-4	8%	-2%	-28	0%	-1	0.4
34	Cn1c(CCC(=O)Nc2ccc(F)cc2)nc2cc(S(=O)(=O)N3CCOCC3)ccc21	10%	9%	-3	-3%	4%	5	1%	-7	-0.1
35	O=C1CSC(c2ccccc2[N+](=O)[O-])N1CCc1ccccc1 (centres undefined)	14%	-5%	2	-13%	-6%	-5	3%	0	-2.6
36	COc1ccc(OC)c(C(=O)COC(=O)COc2ccccc2)c1	-10%	-9%	-2	?	-25%	-3	-1%	0	0.0
37	CCSc1nnc(NC(=O)CCCOc2ccc(C)cc2)s1	-9%	-13%	-1	2%	13%	-3	-23%	2	-1.9
38	CCCC(=O)Nc1ccc2nc(SCC(=O)Nc3ccc(N4CCOCC4)c(Cl)c3)sc2c1	-25%	-9%	-10	?	0%	-23	-5%	5	-0.8
39	Cc1nc(-c2cccc(NS(=O)(=O)c3cccc4ccccc34)c2)cs1	2%	-8%	4	0%	0%	15	-42%	.	1.5
40	Nc1ncc(-c2ccccc2)c(-c2ccc(OCc3ccccc3)cc2O)n1	33%	7%	12	?	-7%	14	-12%	16	1.5
41	COc1cc(/C=N/Nc2nc3ccccc3[nH]2)cc(Br)c1OCC(=O)N(C)C	17%	-16%	-8	-18%	-10%	-15	-21%	-14	-0.6
42	CCC(C(=O)O)N1C(=O)c2ccccc2C1=O (centres undefined)	0%	1%	5	2%	-1%	6	12%	.	-1.2
43	O=C(CC(=O)c1ccccc1)Nc1cc([N+](=O)[O-])ccc1Cl	1%	-12%	-5	-6%	-1%	8	-22%	-7	-0.2
44	O=C(O)c1ccc([N+](=O)[O-])nc1	-2%	-13%	2	-2%	1%	20	12%	-3	-0.5
45	Cc1cc(C(=O)N/N=C/c2ccc(C)o2)c2ccccc2n1	6%	-1%	-10	0%	-11%	-8	?	0	-1.9
46	Cc1cc(OCC(=O)N(C)c2ccccc2)cc2c1C(=O)CC(C)(C)O2	10%	-1%	20	12%	2%	-7	0%	-3	1.6
47	CN(C)S(=O)(=O)c1cccc(NC(=O)CCCSc2ccccc2)c1	7%	-2%	-5	?	-14%	0	-6%	-1	-1.4

# An excerpt from above in order of SMILES length, ascending:
no.	canonical_smiles	GLP-1R agonist	PLK1 PBD block	DRD3 agonist	GLP1R inv ag	WRN helicase inh	D3 antag	HEK293 tox	PI5P4K alpha inh	IL-2 act
36	COc1ccc(OC)c(C(=O)COC(=O)COc2ccccc2)c1	-10%	-9%	-2	?	-25%	-3	-1%	0	0.0
35	O=C1CSC(c2ccccc2[N+](=O)[O-])N1CCc1ccccc1 (centres undefined)	14%	-5%	2	-13%	-6%	-5	3%	0	-2.6
43	O=C(CC(=O)c1ccccc1)Nc1cc([N+](=O)[O-])ccc1Cl	1%	-12%	-5	-6%	-1%	8	-22%	-7	-0.2
31	CCOC(=O)c1cnc2c(OC)cccc2c1N1CCN(c2ccc(OC)cc2)CC1	12%	24µM*	0	?	-16%	21	-13%	-12	-0.9

# Record cards (already shown). Order of values: GLP-1R agonist | PLK1 PBD block | DRD3 agonist | GLP1R inv ag | WRN helicase inh | D3 antag | HEK293 tox | PI5P4K alpha inh | IL-2 act
# Shown for `Nc1ncc(-c2ccccc2)c(-c2ccc(OCc3ccccc3)cc2O)n1` → 33% | 7% | 12 | ? | -7% | 14 | -12% | 16 | 1.5
# Shown for `CCCC(=O)Nc1ccc2nc(SCC(=O)Nc3ccc(N4CCOCC4)c(Cl)c3)sc2c1` → -25% | -9% | -10 | ? | 0% | -23 | -5% | 5 | -0.8
